Source: PubChem BioAssay
TROY NFkB inh: blocks TROY-dependent signaling in reporter cells | actives 0.98% (n = 360,000) | inhibition, % at 10 µM | Q293 LMP1-TROYcd NF-kB luciferase reporter, 4 h;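 active = compounds whose plate-normalised and pattern-corrected inhibition of the luciferase reporter signal at the single screening dose is 50% or more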
TRAIL sens C8: caspase-8 TRAIL sensitization; inhibition (viability loss, TRAIL sensitization), % at 10 µM; actives 1% (n = 360,000); NB7+C8 cells + TRAIL, ATPlite viability luminescence;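 active = compounds causing at least 50% loss of cell viability in the single-dose screen, relative to plate controls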
TLR9-MyD88 inh: TLR9-MyD88 interaction inhibition; inhibition, % at 4.98 µM; Q9NR96+Q99836; CHO BLA complementation TLR9-MyD88, CCF4 FRET ratio; actives 0.21% (n = 340,000);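 active = inhibition above the mean over all tested compounds plus 3 SD, cut at about 21% in these data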;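 note: 0% = DMSO only wells and 100% = clavulanate BLA inhibitor control wells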
NR5A2 inv ag: inverse agonists of human LRH-1 (NR5A2); actives 0.13% (n = 360,000); inhibition, % at 3.6 µM; O00482; HEK293T StAR-luciferase reporter, LRH-1 transfected, 24 h;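 active = inhibition above the mean inhibition of all tested compounds plus 3 SD, cut at about 73% in these data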;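 note: 0% = DMSO wells and 100% = reporter-only cells lacking LRH-1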
SRC2 inh: human SRC2 (NCOA2) inhibition; inhibition, % at 9 µM; HEK293 GAL4-SRC2 luciferase reporter, luminescence; actives 0.17% (n = 370,000); AID 651957; Q15596;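 active = inhibition above the mean inhibition of all tested compounds plus 3 SD, set per campaign, cut at about 52% in these data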;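 note: 0% = DMSO treated cells and 100% = cells given Gossypol at 36 µM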
Target sequence (Q15596 whole entry, looked up, the tested form may be a part): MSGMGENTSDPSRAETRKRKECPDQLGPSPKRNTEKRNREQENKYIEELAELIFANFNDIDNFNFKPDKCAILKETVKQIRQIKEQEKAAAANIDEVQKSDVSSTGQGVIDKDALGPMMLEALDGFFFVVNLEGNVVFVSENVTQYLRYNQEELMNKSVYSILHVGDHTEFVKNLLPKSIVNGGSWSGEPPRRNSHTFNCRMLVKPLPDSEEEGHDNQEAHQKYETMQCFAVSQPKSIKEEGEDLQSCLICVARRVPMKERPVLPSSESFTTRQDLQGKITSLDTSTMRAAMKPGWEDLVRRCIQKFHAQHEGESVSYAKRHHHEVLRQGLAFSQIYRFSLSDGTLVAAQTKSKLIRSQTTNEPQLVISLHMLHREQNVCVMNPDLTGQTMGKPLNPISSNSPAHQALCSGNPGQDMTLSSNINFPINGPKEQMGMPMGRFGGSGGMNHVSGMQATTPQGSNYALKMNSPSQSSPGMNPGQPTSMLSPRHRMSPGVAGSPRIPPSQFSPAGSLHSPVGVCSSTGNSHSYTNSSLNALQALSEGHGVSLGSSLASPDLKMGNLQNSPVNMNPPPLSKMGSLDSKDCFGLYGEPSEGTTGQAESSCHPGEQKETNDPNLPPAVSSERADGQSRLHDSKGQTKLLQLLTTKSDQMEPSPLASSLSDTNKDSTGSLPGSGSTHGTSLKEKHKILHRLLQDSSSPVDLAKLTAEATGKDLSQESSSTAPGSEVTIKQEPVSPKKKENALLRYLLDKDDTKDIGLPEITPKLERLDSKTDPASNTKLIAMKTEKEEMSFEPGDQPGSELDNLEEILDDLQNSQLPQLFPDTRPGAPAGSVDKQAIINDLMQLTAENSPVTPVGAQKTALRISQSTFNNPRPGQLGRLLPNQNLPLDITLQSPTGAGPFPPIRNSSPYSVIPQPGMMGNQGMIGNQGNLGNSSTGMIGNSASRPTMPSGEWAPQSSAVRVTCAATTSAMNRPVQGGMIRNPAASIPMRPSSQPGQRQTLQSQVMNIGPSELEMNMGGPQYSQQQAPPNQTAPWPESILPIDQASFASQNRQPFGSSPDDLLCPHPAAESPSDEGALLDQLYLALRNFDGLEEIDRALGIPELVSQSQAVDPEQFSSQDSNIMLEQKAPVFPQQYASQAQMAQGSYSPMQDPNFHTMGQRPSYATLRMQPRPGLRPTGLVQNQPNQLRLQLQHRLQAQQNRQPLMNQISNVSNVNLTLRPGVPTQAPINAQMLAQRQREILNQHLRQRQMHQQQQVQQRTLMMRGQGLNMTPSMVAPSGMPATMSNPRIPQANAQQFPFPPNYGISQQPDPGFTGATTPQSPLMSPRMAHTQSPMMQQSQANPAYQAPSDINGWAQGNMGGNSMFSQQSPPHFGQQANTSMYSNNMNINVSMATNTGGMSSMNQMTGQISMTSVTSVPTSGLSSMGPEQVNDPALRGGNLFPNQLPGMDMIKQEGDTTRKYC
LMP1 NFkB inh: Epstein-Barr LMP1 NF-kappaB reporter inhibition | inhibition, % at 12.5 µM | LMP1-induced NF-kappaB luciferase reporter cells, luminescence | actives 0.69% (n = 350,000) | AID 504558; in the data active = inhibition above about 41%;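 note: 0% = neutral control wells and 100% = reference inhibitor control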
COUP-TFII inh: blocks human COUP-TFII nuclear receptor. P24468. HEK293T NGFI-A luciferase reporter, luminescence. inhibition, % at 8.6 µM. actives 0.7% (n = 370,000). AID 686940;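 active = inhibition above a per-plate cutoff, mean inhibition of test wells between control levels plus 3 SD, cut at about 38% in these data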;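 note: cells cotransfected with COUP-TFII expression vector driving the NGFI-A reporter; 0% = median of COUP-TF2 test wells and 100% = reporter-only cells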
NCOA3 inh: human NCOA3 inhibition | HEK293 GAL4-SRC3 luciferase reporter, luminescence | inhibition, % at 3.6 µM | actives 0.17% (n = 360,000) | AID 588352;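 active = inhibition above a per-campaign cutoff, the mean of all compounds plus 3 SD, cut at about 60% in these data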;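 note: 0% = DMSO-treated cells and 100% = gossypol-treated cells at 36 µM; higher means less SRC3-driven luciferase light from the GAL4 reporter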
TWEAK Fn14 block: TWEAK-Fn14 signaling inhibition | TWEAK-stimulated Fn14 reporter cells, luciferase luminescence, 8 h | inhibition, % at 10 µM | actives 2% (n = 360,000); in the data active = inhibition above about 50%
SRC1 inh: inhibitors of human steroid receptor coactivator 1 (SRC1). AID 588354. inhibition, % at 3.6 µM. actives 0.12% (n = 360,000). HEK293 GAL4-SRC1 luciferase reporter, luminescence;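 active = inhibition above the campaign mean plus 3 SD, with each screening campaign given its own cutoff, cut at about 60% in these data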;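 note: 0% = DMSO treated cells and 100% = gossypol at 36 µM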
NOD2-RIPK2 inh: inhibitors of human NOD2-RIPK2 interaction. O43353. CHO BLA complementation NOD2-RIPK2, CCF4 ratio. inhibition, % at 4.98 µM. actives 0.38% (n = 360,000). AID 624267; in the data active = inhibition above about 21%;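 note: 0% = vehicle only and 100% = reference blocker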
An asterisk follows results filed as active; . = no result given.

SMILES	TROY NFkB inh	TRAIL sens C8	TLR9-MyD88 inh	NR5A2 inv ag	SRC2 inh	LMP1 NFkB inh	COUP-TFII inh	NCOA3 inh	TWEAK Fn14 block	SRC1 inh	NOD2-RIPK2 inh
O=C(CCC(=O)N(CC(=O)NC1CCCC1)Cc1ccccc1)Nc1nccs1	-16.5	-7.9	-14.8	-6.6	4.7	-6.4	14.7	7.2	15.3	-7.0	-6.4
COCCCn1c(=O)/c(=C\c2ccccc2OC(F)F)s/c1=C(/C#N)C(=O)NC(C)C	-3.7	5.6	7.7	10.2	6.3	7.6	-31.7	6.4	-3.2	8.4	-3.1
CCn1c(SCC(=O)NCc2ccccc2)nnc1-c1cccnc1	6.7	-6.2	-4.1	-7.2	-0.5	-21.6	15.8	8.5	7.4	-9.6	-5.5
Fc1cccc(CN2CCN(c3nc4nonc4nc3NC3CC3)CC2)c1	-6.0	-5.5	2.6	6.3	9.7	8.1	11.5	4.5	4.5	-24.3	-7.2
C[C@H](c1ccccc1)N1C[C@@H](COCc2ccccc2)Oc2cc(N3CC[C@H](O)C3)ccc2S1(=O)=O	17.6	19.0	.	3.3	21.8	.	9.2	.	6.0	.	-6.2
CC(=O)N1c2ccc(S(=O)(=O)NCCc3ccc(Cl)cc3)cc2CC1C (centres undefined)	13.0	6.9	8.7	2.0	5.6	-0.7	13.0	1.0	-18.6	-1.0	-0.1
CCC(=O)c1ccc(OCC(=O)OCC(=O)c2c(N)n(C)c(=O)n(C)c2=O)cc1	1.9	-3.9	-6.9	10.0	-5.7	-4.4	4.0	-11.3	1.3	3.4	6.8
CON(C)c1nc(OCCNC(=O)OCc2ccc(Cl)cc2Cl)nc(N(C)C)n1	-9.7	-0.9	6.4	11.7	-17.1	2.6	9.9	1.2	-5.5	5.1	0.7
Cc1nn(-c2ccc(N3CCCCC3)nn2)c(C)c1CCC(=O)Nc1cc(F)ccc1F	-14.7	9.4	-5.4	-106.0	-59.2	-12.3	-20.3	-43.8	-8.5	-145.4	16.1
CN(CC(=O)Nc1ccccc1-c1ccccc1)Cc1ccccc1Cl	-4.5	10.3	-5.0	-1.4	-5.2	-12.0	-1.3	2.5	-8.4	-1.3	11.2
CCCOc1ccccc1Cn1c(=O)oc2ccccc21	8.6	-9.7	-9.1	12.7	12.1	-0.9	4.1	-9.4	-18.8	-1.9	5.0
CC(C)(C)c1ccc(C(=O)Nc2cccc(C(=O)N3CCOCC3)c2)cc1	-55.7	63.0*	-2.2	-94.2	-30.7	3.1	2.6	-52.1	-5.2	-46.0	2.4
Cc1ccc(NC(=O)CC2SCCNC2=O)cc1Cl (centres undefined)	-28.7	1.4	-4.6	-48.3	4.6	-10.1	-12.6	-54.4	-0.3	-65.5	-7.8
O=C(OCc1nc2ccccc2s1)[C@@H]1CCCN1S(=O)(=O)c1ccccc1F	29.3	8.1	8.2	-25.2	-24.6	76.8*	-5.8	-19.5	-5.6	-41.1	3.3
CC(=O)OCC1=C(C(=O)O)N2C(=O)C(NC(=O)c3ccc(F)cc3)C2SC1 (centres undefined)	-5.8	0.7	-20.3	-7.8	-15.4	1.5	5.0	8.2	14.6	-16.2	-2.0
Cc1c(C(=O)Nc2ccc(OCc3ccccc3)cc2)cccc1[N+](=O)[O-]	-10.2	-0.6	-1.7	11.2	-6.2	5.7	-20.8	-14.3	-9.5	-8.4	-6.3
COc1ccc(NC(=O)c2sc3nc(C)cc(C)c3c2N)c(OC)c1	-14.8	-5.3	.	-9.4	1.2	.	10.0	17.1	-33.3	2.8	-7.6
COc1ccc(NS(=O)(=O)c2cc3c(cc2C)N(C(C)=O)CCO3)cc1OC	7.5	-5.9	-9.6	-9.8	28.8	10.0	13.8	-11.4	27.2	6.0	2.4
Brc1ccc(OCc2ccccc2)c(CNCc2ccncc2)c1	51.7*	14.8	-6.7	6.8	16.2	6.1	15.7	14.5	26.5	-0.4	4.6
Cc1cccc(Cn2cnc3c(sc4nc(C)cc(C)c43)c2=O)c1	-3.4	0.4	-6.9	-12.5	-3.9	-1.1	15.6	12.6	-11.2	1.1	9.7
Clc1ccc(COc2ccccn2)c(Cl)c1	-7.2	-8.6	-4.8	0.6	5.3	1.8	-2.4	24.8	-2.2	-1.0	-1.5
N#Cc1ccc(C(=O)CSc2n[nH]c(=O)n2-c2cccnc2)cc1	-22.0	4.5	.	10.6	16.9	.	5.4	20.4	-13.5	10.1	-5.8
O=C(COC(=O)/C=C/c1ccc(Cl)cc1Cl)Nc1ccc2c(c1)OCCO2	4.2	-1.1	11.2	-24.2	-18.6	-10.4	5.2	4.6	-7.4	3.8	4.0
CCCCn1nnnc1SCC(=O)NC1CCCCC1	-0.8	-2.5	-1.9	-7.8	-9.0	-7.0	-7.2	-10.2	12.3	-46.4	-9.9
O=c1[nH]c2ccccc2nc1-c1cccs1	-74.0	-16.7	-1.6	-73.3	-32.7	-14.6	-17.6	-64.7	2.0	-54.2	-9.8
COc1ccc(C(=O)N/N=C/c2ccc(OC)c(COc3c(F)c(F)cc(F)c3F)c2)cc1	38.1	22.4	-1.4	-7.2	-3.4	-6.5	-9.7	-1.3	25.0	-7.5	-4.5
Cn1c(Cc2ccc(Cl)cc2)nnc1SCC(=O)NC1CC1	3.1	-16.6	-15.0	-9.6	-19.5	-9.4	8.3	12.8	-2.3	16.9	-4.0
COc1cc2c(cc1OC)CN(C(=O)C1CCC(=O)N(CCCN3CCOCC3)C1)CC2 (centres undefined)	10.0	-25.3	10.7	14.0	11.9	-0.6	3.3	5.4	15.5	2.4	-5.8
CCn1c(Cc2ccccc2)nnc1SCC(=O)N1CCCC1=O	-15.4	-3.8	2.3	10.1	3.8	-1.3	-5.7	9.6	12.0	4.3	-6.0
CCOc1ccccc1NC(=O)C1CCN(C(=O)Cc2ccccc2)CC1	-22.0	-17.3	-0.7	-8.3	6.4	-10.6	6.5	12.6	-11.6	-26.8	5.0
O=C(NNC(=O)c1ccccc1F)c1ccc2nc[nH]c2c1	-10.0	1.8	-5.2	-2.9	-36.6	-5.2	-23.5	-12.1	3.9	-14.0	-2.8
COc1ccccc1NC(=O)Nc1ccc(N2CCOCC2)cc1	-51.9	12.2	8.8	-52.7	-32.0	-22.2	-52.7	-35.4	-38.8	-84.8	-2.4
Cc1cccc(N=C(N2CCOCC2)P(=O)(N2CCOCC2)N2CCOCC2)c1	2.6	-20.8	-2.1	13.2	12.2	7.7	-16.5	-4.3	-11.2	-3.2	-5.3
O=C1CCCC[C@@H](O)[C@H](O)C[C@H](c2ccccc2)O1	-21.6	-13.6	.	-30.3	2.9	.	4.9	.	23.1	.	-7.5
CC(=O)Nc1ccc(C(=O)N2CCCCC2c2cc(C(=O)NCc3cccnc3)no2)cc1 (centres undefined)	2.3	5.7	.	-24.0	16.6	.	-7.2	7.8	-5.8	-27.4	3.2
COc1cc(C(O)c2nc(-c3ccccc3)cs2)ccc1F (centres undefined)	10.8	11.3	.	26.4	-5.5	.	10.5	-27.8	11.5	-31.2	1.3
CC(=O)c1c(C)[nH]c(C(=O)N2CCN(C(=O)c3ccco3)CC2)c1C	10.8	2.3	-2.4	-10.2	-1.6	-15.4	7.4	-5.7	-16.7	-5.8	-1.9
O=C(COC(=O)CCN1C(=O)C2CC=CCC2C1=O)Nc1ccc(Cl)cc1F (centres undefined)	-9.1	-11.3	-0.7	9.9	-9.3	-6.3	-10.2	-18.2	12.7	-4.2	4.2
Cc1ccc(S(=O)(=O)N2C[C@@]3(O)Cn4c(=O)ccc(=O)n4C[C@@]3(OC(=O)NCc3ccccc3F)C2)cc1	-20.6	-0.9	.	4.3	-26.8	.	5.3	.	-7.2	.	-9.7
CC(=O)n1cc([C@@H]2C=C(C(=O)N3CCOCC3)O[C@H](OCc3ccc(CO)cc3)C2)c2ccccc21	3.7	8.3	-2.2	12.3	18.4	-1.7	-11.8	-3.6	-30.8	9.3	-9.6
O=c1c2sccc2nc(SCc2ccc([N+](=O)[O-])cc2)n1Cc1ccccn1	-3.6	11.0	-0.2	-16.8	-1.9	-14.8	9.6	-9.8	-5.2	-12.4	7.8
COc1ccc(CC(=O)Nc2cccc(-c3nnc(-c4cccc(C)c4)o3)c2)cc1OC	60.9*	3.3	-2.7	-6.7	13.9	16.2	53.3*	-6.6	88.9*	-4.0	-6.3
COc1ccc(-c2cn(CCCOCc3ccccc3)nn2)cc1	-6.1	-15.8	-7.0	2.2	-40.5	8.5	-5.6	-14.4	-17.7	-27.1	-0.1
CCCC(C)NC(=O)c1cc(C(=O)OC)cc([N+](=O)[O-])c1 (centres undefined)	0.7	-1.3	-5.2	11.7	-18.6	1.2	17.0	28.8	-18.5	0.9	-18.4
CCCCCCNC(=O)c1cccc(-c2ccc(C)c3ccccc23)n1	6.7	-13.5	-3.6	-8.4	30.5	-4.6	10.9	-6.4	-8.3	12.7	-5.6
O=c1cc(O)nc(SCc2ccccc2)n1-c1ccc(F)cc1	-3.0	17.2	7.2	-7.4	11.6	-0.6	0.7	1.8	-5.4	-2.0	6.1
COc1ccc(-c2nc(CS(=O)CC(=O)NCCCN3CCOCC3)c(C)o2)cc1OC (centres undefined)	-8.6	-2.0	7.9	-2.9	8.2	-1.2	9.7	-6.5	-0.1	-8.7	-1.9
Cc1cc(NC(=O)c2ccc3c(c2)OCCO3)ccc1NC(=O)c1ccco1	-40.8	63.1*	.	-85.3	24.4	0.5	-14.9	-59.0	-26.0	-67.2	-7.4
CC12CCC(C(=NO)C1=O)C2(C)C (centres undefined)	16.9	-3.7	-8.5	2.2	-13.5	3.3	11.8	-16.7	14.8	1.8	-14.1
Nc1nc2c(ncn2[C@@H]2O[C@H](CNS(=O)(=O)N3CCc4ccccc4C3)[C@@H](O)[C@H]2O)c(=O)[nH]1	0.3	-6.4	.	-1.4	13.0	.	-14.5	0.5	-10.6	8.5	3.9

Quoted from the listing.
Value for `CCCC(C)NC(=O)c1cc(C(=O)OC)cc([N+](=O)[O-])c1` (centres undefined) under COUP-TFII inh: 17.0
Value for `Nc1nc2c(ncn2[C@@H]2O[C@H](CNS(=O)(=O)N3CCc4ccccc4C3)[C@@H](O)[C@H]2O)c(=O)[nH]1` under COUP-TFII inh: -14.5

Remaining list, next part:
SMILES	TROY NFkB inh	TRAIL sens C8	TLR9-MyD88 inh	NR5A2 inv ag	SRC2 inh	LMP1 NFkB inh	COUP-TFII inh	NCOA3 inh	TWEAK Fn14 block	SRC1 inh	NOD2-RIPK2 inh
Cc1nnc(NC(=O)c2sc3nc(-c4cccs4)cc(C(F)(F)F)c3c2N)s1	60.4*	-2.5	10.6	33.6	30.9	-1.2	19.3	10.3	73.9*	16.7	8.6
Cc1c(NC(=S)N2CCN(c3cccc(Cl)c3)CC2)c(=O)n(-c2ccccc2)n1C	2.8	-0.4	-4.7	2.7	8.8	10.1	-13.0	-16.8	15.6	-5.5	-3.6
Cc1ccc(Cl)cc1NC(=O)c1cc(NC(=O)C2CCCCC2C(=O)O)ccc1N1CCOCC1 (centres undefined)	-10.8	-12.6	0.6	-11.2	18.9	-0.7	-13.8	-6.3	-3.4	-21.0	0.3
Cc1ccc(S(=O)(=O)N(C(=O)c2ccncc2)c2ccc(OC(=O)c3ccncc3)cc2)cc1	41.0	-8.5	-1.0	11.5	-2.1	11.0	0.2	15.5	41.3	-11.8	5.0

Not all compounds are listed; the hit share may differ from the screen's.
